# High-throughput results from PubChem BioAssay.
# USP8 inh = blocks human USP8 ubiquitin-rhodamine cleavage | purified USP8, Ub-rhodamine cleavage fluorescence, 30 min | hit rate 4.2% among 47,000 | P40818 | inhibition, % at 20 µM
# Target sequence (P40818 whole entry, looked up): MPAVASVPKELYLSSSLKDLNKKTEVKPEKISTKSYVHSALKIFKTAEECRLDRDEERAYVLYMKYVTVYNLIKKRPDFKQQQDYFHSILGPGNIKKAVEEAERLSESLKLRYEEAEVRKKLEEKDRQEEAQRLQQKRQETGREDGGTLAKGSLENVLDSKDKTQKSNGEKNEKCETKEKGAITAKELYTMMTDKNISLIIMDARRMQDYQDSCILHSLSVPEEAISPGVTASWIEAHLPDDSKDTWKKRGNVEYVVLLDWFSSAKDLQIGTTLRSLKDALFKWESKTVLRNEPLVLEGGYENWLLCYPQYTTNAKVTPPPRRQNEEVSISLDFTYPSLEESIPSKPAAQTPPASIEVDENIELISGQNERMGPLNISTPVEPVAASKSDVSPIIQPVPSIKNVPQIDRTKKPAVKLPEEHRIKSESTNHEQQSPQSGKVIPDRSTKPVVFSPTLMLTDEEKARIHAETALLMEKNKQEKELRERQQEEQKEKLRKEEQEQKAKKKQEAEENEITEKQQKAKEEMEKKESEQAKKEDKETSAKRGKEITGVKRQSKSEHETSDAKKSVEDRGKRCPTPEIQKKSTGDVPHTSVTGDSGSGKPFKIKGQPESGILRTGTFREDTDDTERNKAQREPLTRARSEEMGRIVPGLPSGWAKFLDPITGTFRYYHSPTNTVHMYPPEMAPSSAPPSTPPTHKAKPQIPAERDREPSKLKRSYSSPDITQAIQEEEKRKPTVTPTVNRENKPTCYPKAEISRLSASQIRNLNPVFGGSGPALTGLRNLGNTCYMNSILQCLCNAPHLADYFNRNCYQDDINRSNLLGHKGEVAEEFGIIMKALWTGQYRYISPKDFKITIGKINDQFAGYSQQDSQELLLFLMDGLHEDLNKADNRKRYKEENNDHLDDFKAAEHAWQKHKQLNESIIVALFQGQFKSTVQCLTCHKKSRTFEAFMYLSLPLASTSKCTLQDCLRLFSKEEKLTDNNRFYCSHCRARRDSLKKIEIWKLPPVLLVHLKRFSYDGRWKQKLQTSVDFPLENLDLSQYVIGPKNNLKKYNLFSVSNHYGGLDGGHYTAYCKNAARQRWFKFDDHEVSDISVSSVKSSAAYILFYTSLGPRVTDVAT
# OTUD3 inh = blocks human OTUD3 ubiquitin-rhodamine cleavage; purified OTUD3, Ub-rhodamine fluorescence, 2 h; inhibition, % at 25 µM; hit rate 0.7% among 47,000; AID 1645858
# UCHL1 block = human UCHL1 deubiquitinase inhibition | hit rate 0.2% among 47,000 | inhibition, % at 20 µM | purified UCHL1, Ub-rhodamine cleavage fluorescence
# USP17 inh = inhibitors of human USP17 deubiquitinase. purified USP17, Ub-rhodamine cleavage fluorescence, 3 h. A8MUK1. hit rate 6.5% among 47,000. AID 1645855. inhibition, % at 50 µM
# USP10 block = human USP10 deubiquitinase inhibition; AID 1645856; purified USP10, Ub-rhodamine fluorescence, 60 min; Q14694; inhibition, % at 20 µM; hit rate 1.1% among 47,000
# USP28 inh = blocks human USP28 ubiquitin-rhodamine cleavage; Q96RU2; purified USP28, Ub-rhodamine cleavage fluorescence, 30 min; inhibition, % at 25 µM; hit rate 3% among 47,000; AID 1645857
# USP7 inh = inhibitors of human USP7 deubiquitinase | purified USP7, Ub-rhodamine cleavage fluorescence | inhibition, % at 20 µM | hit rate 0.3% among 47,000 | AID 1645854
# USP30 block = inhibitors of human USP30 deubiquitinase; Q70CQ3; purified USP30, Ub-rhodamine cleavage fluorescence; inhibition, % at 25 µM; hit rate 5.3% among 47,000; AID 1645860
# An asterisk follows results filed as active; i = inactive; . = no result given. Cut-off read from the data, not from the text of the source: active = inhibition above about 30%; inactive = the rest.
SMILES,USP8 inh,OTUD3 inh,UCHL1 block,USP17 inh,USP10 block,USP28 inh,USP7 inh,USP30 block
O=C1c2ccccc2C(O)(Cc2ccccc2)N1Cc1ccco1 (stereo not drawn),0,-8,0,-4,4,-8,0,-5
CCOC(=O)C1CCN(C(=O)c2noc3ncnc(N4CCCC4)c23)CC1,-2,2,4,2,0,14,0,11
O=S(=O)(NCc1cc(F)cc(F)c1)c1c[nH]c2ncccc12,11,8,0,2,2,7,5,14
Cc1ccccc1C(=O)Nc1cc(=O)[nH]c2nc(Cc3ccccc3)nn12,-35,-4,-21,1,-16,-15,-6,-91
CO\C=C(C(=O)OC)/C(C)=C\C=C\c1cccc(OC)c1,11,-5,1,0,7,0,-7,5
O=C(Nc1cc(C(F)(F)F)cc(C(F)(F)F)c1)c1cnc2sccn2c1=O,-9,0,-4,-5,-4,1,1,-15
O=C(CCC1=NS(=O)(=O)c2ccccc2N1)NCCc1ccc(Cl)cc1,-16,-9,0,-4,0,-1,-4,1
Cc1cc2n(n1)CCC(=O)N2C(C)C(=O)NCc1ccccc1 (stereo not drawn),13,9,2,17,4,12,3,25
CCOC(=O)C1CCN(C(=O)CCc2c(C)nc3c(c(C)nn3-c3ccc(C)cc3)c2C)CC1,4,-8,-4,-5,0,-8,-1,-19
O=C(NCc1ccccc1)c1ccc(-c2cncnc2)nc1,0,2,0,21,-2,0,2,1
Cc1ccccc1NC(=O)Nc1ccccc1OCc1cc(=O)n2cccc(C)c2n1,46*,40*,-2,47*,40*,28,23,43*
CNC(=O)N1CCc2[nH]nc(-c3ccc(C)cc3)c2C1,6,4,2,-45,2,-2,-4,5
Cc1cccc(-c2ncccc2CNC(=O)C2CCCC2)c1,12,4,1,8,1,2,7,15
CN(C(=O)c1cc(-c2ccccc2)on1)C1CCS(=O)(=O)C1 (stereo not drawn),2,-6,0,-8,-1,-11,-6,-4
CC(C)C(=O)N[C@H]1C[C@H]2CN(C)c3ccccc3CN2C1,-11,-7,-6,-23,-3,-30,2,-39
Cc1nc(C(F)(F)F)c(C(=O)Nc2ccccn2)s1,-28,-3,-2,0,0,-2,2,11
CCOc1ccc(CNC(=O)c2nnc(C(=O)Nc3ccc(OC)cc3)s2)cc1,0,8,0,-66,15,17,8,29
NC(=O)c1cccc(-c2cccc(C3CN(Cc4cccc5ncccc45)CCO3)n2)c1 (stereo not drawn),-1,0,7,-2,2,7,3,-7
O=C(O)CCNC(=O)C1CCC(Cn2cnc3ccccc3c2=O)CC1 (stereo not drawn),4,11,0,2,0,5,6,14
O=C(COc1ccccc1-c1nnc(-c2ccccc2)o1)NCc1ccco1,84*,-15,19,20,25,-17,16,-45
Clc1ccc2[nH]c3c(NCCCN4CCOCC4)ncnc3c2c1,5,-16,8,-6,-2,6,8,0
CC(=O)c1cccc(NC(=O)CN2CCN(Cc3ccccc3)CC2)c1,-21,-8,2,-4,-1,-27,9,-28
CC1=C(C#N)C(c2ccc(Sc3ccccc3)o2)C(C#N)=C(C)N1,4,10,5,9,4,0,8,-11
COCCN1C[C@H]2CCN(C(=O)c3ccccn3)CC[C@H]2S1(=O)=O,-191,10,2,-26,1,-1,0,0
CC(=O)Nc1ccc(S(=O)(=O)NCc2ccc(C(=O)N3CCOCC3)cc2)cc1,-13,-11,-2,-19,-1,-16,3,-5
Cc1cc(-c2cc(-c3cc(Br)cs3)nc(N)n2)ccc1Cl,6,-34,-3,-10,-7,-43,4,-173
COCCn1cc(NC(=O)N2CCN(c3ccccc3Cl)CC2)c2ccccc21,-3,-11,0,-9,-2,-12,-7,-41
CCc1noc(-c2ccnc(-n3ncc(C(=O)N4CCOCC4)c3C)c2)n1,2,-4,-1,-13,0,-13,0,-15
O=C1CC2(C(=O)N(Cc3cccc(Cl)c3)c3ccccc32)c2cn[nH]c2N1 (stereo not drawn),-4,-4,-5,.,1,-3,-41,-7
COc1ccc2[nH]c(CN3CCOC(C)(C(N)=O)C3)cc2c1 (stereo not drawn),-9,12,0,7,-3,6,4,1

# Part of the list above, with bars between the fields.
SMILES | USP8 inh | OTUD3 inh | UCHL1 block | USP17 inh | USP10 block | USP28 inh | USP7 inh | USP30 block
COCCN1C[C@H]2CCN(C(=O)c3ccccn3)CC[C@H]2S1(=O)=O | -191 | 10 | 2 | -26 | 1 | -1 | 0 | 0
CC(=O)Nc1ccc(S(=O)(=O)NCc2ccc(C(=O)N3CCOCC3)cc2)cc1 | -13 | -11 | -2 | -19 | -1 | -16 | 3 | -5
Cc1cc(-c2cc(-c3cc(Br)cs3)nc(N)n2)ccc1Cl | 6 | -34 | -3 | -10 | -7 | -43 | 4 | -173
COCCn1cc(NC(=O)N2CCN(c3ccccc3Cl)CC2)c2ccccc21 | -3 | -11 | 0 | -9 | -2 | -12 | -7 | -41
CCc1noc(-c2ccnc(-n3ncc(C(=O)N4CCOCC4)c3C)c2)n1 | 2 | -4 | -1 | -13 | 0 | -13 | 0 | -15
O=C1CC2(C(=O)N(Cc3cccc(Cl)c3)c3ccccc32)c2cn[nH]c2N1 (stereo not drawn) | -4 | -4 | -5 | . | 1 | -3 | -41 | -7
COc1ccc2[nH]c(CN3CCOC(C)(C(N)=O)C3)cc2c1 (stereo not drawn) | -9 | 12 | 0 | 7 | -3 | 6 | 4 | 1

# Additional structures follow.
SMILES,USP8 inh,OTUD3 inh,UCHL1 block,USP17 inh,USP10 block,USP28 inh,USP7 inh,USP30 block
Cc1ccc(CN2CCC3(COCc4c(C)nc(NCC5CC5)nc43)C2)cc1 (stereo not drawn),-15,-6,3,-17,-1,2,-5,-26
O=C(N[C@@H]1CC[C@@H](Oc2cccc(F)c2)[C@@H](O)[C@@H]1O)c1cccnn1,0,-1,-1,-5,0,-2,0,0
CCOC(=O)c1cc2c(ccn2C)n1CC(=O)NC(c1ccccc1)c1ccccc1,65*,-36,-2,23,-5,-32,-2,-153
O=C1NCCCC1Cc1ccc(-c2cccc(C(=O)N3CCc4ccccc4C3)c2)cc1 (stereo not drawn),61*,0,5,55*,6,20,-4,35*
Cc1cc(N2C(=O)c3oc4ccccc4c(=O)c3C2c2ccccc2F)no1 (stereo not drawn),3,0,-1,0,1,2,2,4
Cc1ccc2nc(NC(=O)c3ccccc3Cl)[nH]c(=O)c2c1,-1,-1,1,46*,6,-6,3,-13
COCCN1C[C@H]2COc3ccccc3[C@H]2N(C(=O)c2ccc(C)cc2)CCC1=O,11,4,5,6,2,5,7,9
CCCc1nc2sc3c(NCCN4CCOCC4)ncnc3c2c2c1CCC2,-41,-2,-2,-11,-10,80*,3,-24
CC(=O)N1CCC(N(Cc2ccccc2Cl)C(=O)Nc2ccc(C)c(C)c2)CC1,-16,-16,-3,-23,-5,-20,-11,-24
CCOC(=O)c1cnn(-c2ccc(C(=O)Nc3ccc(C)c(Cl)c3)cc2)c1N,4,-2,1,62*,14,13,5,15
Cc1nc2sc3c(NC4CCCCC4)ncnc3c2c2c1COC(C)(C)C2,0,0,-3,-8,-2,-1,-2,0
CN1CCN(c2cc(-c3cccnc3)nc(-c3ccccc3)n2)CC1,-1,-16,-2,-21,-3,-19,-4,-22
Cc1cc(N2CCN(c3ncccn3)CC2)nc2ccc(NC(=O)Cn3nc([N+](=O)[O-])c(Br)c3C)cc12,30,44*,7,64*,33*,42*,10,68*
Cc1cccc(NC(=O)Cn2c(=O)c3c(C(=O)N4CCCCC4)cc(C)nc3n(C)c2=O)c1,-4,-12,-2,-2,0,-1,-1,1
Cc1ccc(S(=O)(=O)CCN2CCN(CCS(=O)(=O)c3ccc(C)cc3)CC2)cc1,0,2,-2,7,2,-3,7,-30
Cc1nc2ccc(C(=O)N3CCCC(Cc4nccnc4N)C3)cc2[nH]1 (stereo not drawn),8,6,-1,-2,-5,0,2,-5
CC1=C(c2ccccc2)S(=O)(=O)N=C1N1CCCN(C(=O)c2cc(F)cc(F)c2)CC1,-147,2,0,-26,0,-2,0,0
Cc1cnc(C2CN(C(=O)c3cc(C4CCCCC4)no3)CCO2)[nH]1 (stereo not drawn),-13,-1,-1,2,0,-5,4,4
CC(C)(C)C1CCC2(CC1)N=C(N)Nc1nc3ccccc3n12 (stereo not drawn),21,-2,3,17,2,11,0,26
CCOC(=O)c1[nH]c(C)c(CN(CC2CCCO2)C(=O)C(C)C)c1C (stereo not drawn),18,22,1,9,2,14,3,7
c1ccc2[nH]c(CN3CCCN(Cc4cncnc4)CC3)nc2c1,-19,-1,-5,-14,-4,-13,-2,-65
Cc1ccc2[nH]cc(S(=O)(=O)c3cc(F)cc(F)c3)c(=O)c2c1,98*,7,28,12,26,6,36*,8
NCCCN1C(=O)C(=O)N2[C@H](CO)[C@@H](O)[C@H](O)[C@H](O)[C@@H]12,-29,3,-1,2,0,-5,2,9
CCn1cc2c(n1)c(=O)n(Cc1ccccc1)c(=O)n2CC(=O)Nc1ccc(C)cc1C,93*,9,4,36*,30*,16,30*,33*
Cc1ccc(OCc2nc(C#N)c(N3CCCCC3)o2)cc1,-1,23,2,26,-2,37*,1,12
COc1ccc(-c2c3c([nH]c(=O)c2C#N)-c2ccccc2CC3)cc1,-3,-19,-5,-59,-3,-12,-6,-101
Cc1cc(C)n2ncc(CN3CCOC(c4cccc(N)n4)C3)c2n1 (stereo not drawn),-3,-7,0,-9,-2,-10,2,-28
CCOC(=O)c1cnn2c(C(F)F)cc(C3CC3)nc12,14,7,1,3,-6,7,0,20
CCOC(=O)C1C(=O)NC(c2ccccc2)=NC1c1ccc(Cl)cc1 (stereo not drawn),17,5,4,9,1,6,-2,27
O=C(NCCn1cnc2cc(C(=O)N3CCCC3)ccc21)Nc1cccc(F)c1,0,-5,1,-7,-1,1,-3,-8
O=C1NC(=CN2CCN(C(=O)c3cccs3)CC2)Nc2ccccc21,-1,-1,-1,0,-5,-4,2,-6
Cn1c(C(=O)N2CCc3ccccc3C2)cc2sccc21,-30,-1,0,-6,-1,7,-27,-33
O=C(NCCc1ccccc1)c1cn2cc(Cl)ccc2n1,0,-2,-2,-1,1,4,0,0
Cc1ccc(C(=O)[C@H]2C(/C=C/c3ccccc3)=NO[C@]23C(=O)Nc2ccccc23)cc1,3,6,12,12,11,22,17,17
O=C1NCCCCC1NS(=O)(=O)c1cccc2ccccc12 (stereo not drawn),-3,-2,-2,1,2,1,3,5
CCN(CC)C(=O)C1Cn2ccnc2C2(CCN(S(=O)(=O)c3cccc(C)c3)CC2)O1 (stereo not drawn),-17,8,0,0,-1,15,4,23
Cc1cccc(NC(=O)N2CCC3(CC2)C(=O)Nc2ccccc23)c1,-17,3,2,-5,-1,6,0,15
CC1O[C@@H](n2ccc(NC(=O)c3ccc(NC(=O)[C@@](C)(N)CO)cc3)nc2=O)CC(O)[C@H]1O[C@@H]1OC(C)[C@@H](N(C)C)C(O)C1O (stereo partly drawn),0,8,3,2,3,5,5,3
Cc1ccc(C)c(C(=O)OCC(=O)Nc2ccc(N3CCOCC3)cc2)c1,-1,-10,-3,-7,9,1,0,-12
Cc1ccccc1NS(=O)(=O)c1ccc2c(c1)C(=O)N(C)c1ncccc1O2,12,5,2,7,7,3,7,4
Cc1ccc2nc(NC(=O)CSc3nnc(-c4ccc5c(c4)OCO5)o3)sc2c1,-57,-7,-5,-2,-18,-28,0,-9
c1cncc(-c2nc(N3CCc4ccccc4C3)c3c4c(sc3n2)CCCC4)c1,10,1,-1,1,1,-4,2,6
CCOc1ccc([C@@H]2c3c(C)nn(-c4ccccc4)c3NC(=O)[C@H]2NC(=O)c2cccc(C)c2)cc1,-13,5,8,8,5,15,11,3
O=c1cc(Nc2cccc(C(F)(F)F)c2)nc[nH]1,0,8,5,10,0,6,7,15
O=C(Nc1ccc(F)c(F)c1)C1Oc2ccccc2NC1=O (stereo not drawn),-6,0,-2,14,5,12,-8,16
CC(=O)N1CCCSc2ccc(S(=O)(=O)NCCCN3CCCC3=O)cc21,10,11,2,0,0,2,3,18
COc1cc2ccccc2cc1C(=O)Nc1ccc2c(c1)NC(=O)C(C)O2 (stereo not drawn),0,-8,3,26,-5,-8,0,-17
CC(Sc1nnc(-c2ccncc2)o1)C(=O)NCCc1ccccc1 (stereo not drawn),20,8,1,21,0,9,11,22
O=C(Cc1ccc(Cl)cc1)N1CCN(S(=O)(=O)c2ccc3c(c2)OCCCO3)CC1,0,7,4,12,5,-12,-5,18
FC(F)(F)c1cccc(N2CCN(c3nc4ccccc4n4nnnc34)CC2)c1,-259,-185,-45,-148,-5,-199,-59,i

# Not a hit list; about 14% have a hit in one of these screens.
